Large T inhibition = TAg ATPase/helicase activity blockers – biochemical (AID 1903). inhibition, % at 20 µM, or IC50 in µM where a hit was titrated. SV40 large T antigen ATPase/helicase inhibition assay; higher % means a stronger effect. 310,000 tested, 0.39% active; in the data active = a potency from the dose series; inconclusive = inhibition mostly from about 32% at the one dose, without a potency; inactive = the rest, 99 in 100 with inhibition below about 32%; note: strong numbers were not always called active
RSV CPE inhibition = inhibition of RSV-induced cytopathic effect – HEp-2 cells, primary 10 µM value included (AID 2391); 310,000 tested, 0.13% active; one-dose CPE inhibition, % at 10 µM; IC50 in µM for titrated hits; HEp-2 cells, RSV-induced CPE inhibition; higher % means a stronger effect; in the data active = a potency from the dose series; inconclusive = CPE inhibition mostly from about 23% at the one dose, without a potency; inactive = the rest, 99 in 100 with CPE inhibition below about 21%; note: strong numbers were not always called active
T cell HTS = T cell immune modulation candidate; 2C CD8+ T cell-vesicle binding, flow cytometry; active compounds read low; calls only at 7 µM; 330,000 tested, 0.068% active; AID 2052;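 active = response, share of CD8 T cells binding vesicles, and their 90th percentile fluorescence all below set limits, cut at about 80% in these data, passing the limit was not always enough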
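Material: murine 2C transgenic CD8+ T lymphocytes / Also added: QL9-peptide-loaded Drosophila micro-vesicles bearing Ld, ICAM-1 and B7-1 / Schedule: binding step 1.5 h, 37 °C, antibody labelling 20 min, ice / Signal: flow cytometry, PE anti-B7-1 (FL2) versus Alexa647 anti-CD8 (FL8), PFA-fixed / Evaluation: percent CD8+ FL2 mean versus row control / Benchmarks: naked versus QL9-loaded vesicles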
NTR1 agonist = NTR1-driven beta-arrestin-GFP spot formation – imaging, U2OS cells, high content, primary screen (AID 493036); P30989; agonist mode; activation, % at 20 µM; 330,000 tested, 0.17% active;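 active = activation at or above 40% of the spot to cytoplasm intensity ratio, with at least 20 cells analyzed; inconclusive = wells under 20 cells, flagged as cytotoxic or low count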;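 note: 0% = DMSO without peptide and 100% = 100 nM NTR1 peptide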
Target sequence (P30989 whole entry, looked up): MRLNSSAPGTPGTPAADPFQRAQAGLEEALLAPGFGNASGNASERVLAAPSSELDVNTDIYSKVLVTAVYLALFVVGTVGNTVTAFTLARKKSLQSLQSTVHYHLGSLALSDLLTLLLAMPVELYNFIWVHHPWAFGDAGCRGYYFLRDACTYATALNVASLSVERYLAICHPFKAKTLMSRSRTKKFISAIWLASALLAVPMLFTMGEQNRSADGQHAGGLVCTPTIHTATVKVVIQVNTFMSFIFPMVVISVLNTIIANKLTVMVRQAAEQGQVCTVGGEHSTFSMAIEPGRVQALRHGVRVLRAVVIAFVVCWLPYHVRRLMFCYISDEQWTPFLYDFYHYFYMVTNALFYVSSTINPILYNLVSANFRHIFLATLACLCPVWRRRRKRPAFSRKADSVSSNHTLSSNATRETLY
West Nile virus CPE = inhibition of WNV-induced cytopathic effect – cell-based, CPE readout (AID 1621); West Nile virus-infected cells, CPE inhibition; higher % means a stronger effect; CPE inhibition, % at 10 µM; hits with a dose series show IC50 in µM; 290,000 tested, 0.02% active; in the data active = a potency from the dose series; inconclusive = CPE inhibition mostly from about 3.7% at the one dose, without a potency; inactive = the rest, 99 in 100 with CPE inhibition below about 2.2%; note: strong numbers were not always called active
PhoP inhibition = inhibitors of PhoP regulon expression, primary screen, Salmonella Typhimurium, GFP reporter (AID 1863); S. Typhimurium PhoP-regulated promoter GFP reporter, 4 h; higher % means a stronger effect; inhibition, % at 50 µM; hits with a dose series show IC50 in µM; 300,000 tested, 0.16% active;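 active = inhibition over 29.93%, a cutoff 3 SD above the screen mean, later confirmed by dose response; inconclusive = inhibition over 29.93% but no dose response follow-up; inactive = inhibition at most 29.93% or unconfirmed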;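 note: 0% = low Mg2+ inducing control and 100% = high Mg2+ repressing control; strong numbers were not always called active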
Dengue-2 NS5 capping = flavivirus cap methylation enzyme inhibition – biochemical, confirmation dose response, primary screen (AID 588689) | Dengue-2 NS5 methyltransferase capping enzyme assay, biochemical; higher % means a stronger effect | one-dose inhibition, % at 25 µM; IC50 in µM for titrated hits | 340,000 tested, 0.3% active; in the data active = a potency from the dose series; inconclusive = inhibition above about 29% without an active follow-up result
UTI89 phage lysis = protection from phage-mediated lysis, alamar blue read-out – E. coli UTI89, K1F phage, bacterial capsule biogenesis inhibitors (AID 488966). E. coli UTI89 K1F phage lysis, alamar blue, 2 h; higher % means a stronger effect. one-dose inhibition, % at 100 µM; IC50 in µM for titrated hits. 340,000 tested, 0.02% active;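 active = phage lysis inhibition, versus mean bacterial control, above a set limit; inconclusive = no clear call, values can overlap the other calls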;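 note: capsule biogenesis inhibitors block K1F phage lysis so surviving cells raise fluorescence; higher fluorescence means more inhibition of phage lysis; actives were called in the ten point dose series up to 300 µM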
MgcRacGAP inhibition = MgcRacGAP GTPase-activating activity inhibitors, confirmation, biochemical, ADP Hunter fluorescence; MgcRacGAP-stimulated Rac1 GTP hydrolysis, ADP Hunter fluorescence; higher % means a stronger effect; GST-tagged Rac1 F28L mutant substrate; one-dose inhibition, % at 30 µM; IC50 in µM for titrated hits; 340,000 tested, 0.6% active;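 active = first-screen hits whose inhibition reached a set limit at any dose in the follow-up dose series; inconclusive = inhibition above the set first-screen limit but never retested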;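 note: fluorescence reports GDP produced by GAP-driven GTP hydrolysis; strong numbers were not always called active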
T cell HTS vesicle-bound % = further read-out of T cell HTS, marked with its call; double positive events, %; measured here: CD8+ vesicle-bound cell fraction;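 binding gate set so that unloaded-vesicle control wells show 10% double positive cells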
NTR1 agonist cell count 20 µM = second read-out of NTR1 agonist, no call of its own (marks repeat the call); cell count; measured here: cell count, cytotoxicity flag
Dengue-2 NS5 capping pilot replicate = second read-out of Dengue-2 NS5 capping, no call of its own (marks repeat the call); inhibition, %; measured here: pilot screen replicate inhibition
The depositor's hits bear a star; i = inactive; u = inconclusive; x = not tested or not shown; [ ] = remark or other dose. The order is random; any-hit rate near 1.5%.

Start of the listing, in advance:
SMILES	Large T inhibition	RSV CPE inhibition	T cell HTS	T cell HTS vesicle-bound %	NTR1 agonist	NTR1 agonist cell count 20 µM	West Nile virus CPE	PhoP inhibition	Dengue-2 NS5 capping	UTI89 phage lysis	MgcRacGAP inhibition	others
Cc1ccc(S(=O)(=O)Oc2ccccc2/C=C2/SC(=O)NC2=O)cc1	6%	u	i	46	-0.6	60	0.1%	-6%	6%	1.4%	6%
O=C(CSc1nc2cc(Cl)ccc2o1)NC1CC1	x	x	i	47	0.9	42	x	x	3%	0.8%[50 µM]	2%
Cc1ccc(-n2ncc3c(NCc4cccnc4)ncnc32)c(C)c1	5%	1.0%	i	36	-0.7	70	-1.0%	-2%	-10%	1.5%[50 µM]	7%

Main list, from the first entry:
SMILES	Large T inhibition	RSV CPE inhibition	T cell HTS	T cell HTS vesicle-bound %	NTR1 agonist	NTR1 agonist cell count 20 µM	West Nile virus CPE	PhoP inhibition	Dengue-2 NS5 capping	UTI89 phage lysis	MgcRacGAP inhibition	others
Cc1ccc(S(=O)(=O)Oc2ccccc2/C=C2/SC(=O)NC2=O)cc1	6%	u	i	46	-0.6	60	0.1%	-6%	6%	1.4%	6%
O=C(CSc1nc2cc(Cl)ccc2o1)NC1CC1	x	x	i	47	0.9	42	x	x	3%	0.8%[50 µM]	2%
Cc1ccc(-n2ncc3c(NCc4cccnc4)ncnc32)c(C)c1	5%	1.0%	i	36	-0.7	70	-1.0%	-2%	-10%	1.5%[50 µM]	7%
O=C(Nc1cccc(S(=O)(=O)N2CCOCC2)c1)c1cc([N+](=O)[O-])ccc1N1CCOCC1	15%	0.2%	i	41	0.0	66	x	2%	-4%	1.0%[50 µM]	5%
COc1ccc(Oc2nc3ccccc3nc2C(F)(F)F)cc1	-1%	0.7%	i	50	4.1	74	0.6%	-7%	1%	2.7%	3%
COC(C[C@@H]1O[C@H]1[C@H](O)[C@@H](C)OCc1ccccc1)OC	8%	1.6%	i	16	-2.4	89	0.3%	x	x	x	x
CCOC(=O)C1CN(S(=O)(=O)c2ccc(OC)cc2)c2ccccc2O1 (stereo not given)	5%	0.5%	i	15	-0.6	79	-0.2%	-7%	-1%	0.0%	5%
COc1cccc(-c2nn[nH]n2)c1O	11%	1.6%	i	49	-1.0	62	0.9%	-20%	-4%	1.9%	19%
CCC1CCCCN1S(=O)(=O)c1ccc2[nH]c(=O)ccc2c1 (stereo not given)	4%	0.8%	i	34	3.5	63	-0.3%	x	0%	-2.0%	-4%
CC(=O)N1CCc2cc(S(=O)(=O)NCC(=O)NCc3ccc(Cl)cc3)ccc21	12%	0.3%	i	37	0.3	67	-0.5%	-3%	-8%	2.8%	-1%
CC(=O)CC(=O)Nc1ccn(-c2ccccc2)n1	4%	-0.4%	i	40	-1.2	37	-0.1%	8%	-4%	2.0%	10%
COc1ccc(Cl)cc1N1C(=O)C2CCCN2C1c1ccc(F)cc1 (stereo not given)	2%	1.2%	i	53	0.5	43	-0.3%	6%	-2%	3.9%	-9%
CCN=C1S/C(=C\c2cn(CC(=O)NCCOC)c3ccccc23)C(=O)N1CC	0%	2.6%	i	45	1.8	41	0.6%	-4%	-2%	0.0%	5%
CSc1nnc2ccc(-c3ccccn3)nn12	14%	5.3%	i	35	0.3	58	-0.1%	-3%	-6%	-0.1%	-4%
CC(Cc1nnc(SCC(=O)O)n1N)c1ccccc1 (stereo not given)	30%	4.8%	x	x	-1.0	81	0.8%	-8%	-1%	0.4%	9%
COc1ccc(/C=C/C(=O)NC2CCCCCC2)cc1S(=O)(=O)N1CCOCC1	3%	4.8%	i	39	-0.6	70	-1.1%	-3%	3%	0.8%[50 µM]	13%
COc1ccc(-c2csc(NCCc3nc4cc(Cl)c(N5CCCCC5)cc4n3CCOCCO)n2)cc1	21%	5.5%	i	40	12	97	0.5%	-5%	-9%	2.8%	6%
NC(=O)COC(=O)c1cc([N+](=O)[O-])ccc1NCCO	5%	-0.7%	i	19	2.0	49	0.0%	-14%	-6%	0.1%	9%
COC(=O)c1cc(C#N)c(OC)nc1C	2%	0.7%	i	53	0.3	74	-0.1%	9%	-1%	-0.4%	7%
O=C(c1sc2ccccc2c1Cl)N(Cc1ccccc1Cl)C1CCS(=O)(=O)C1 (stereo not given)	21%	9.2%	i	9	2.9	64	-0.2%	-6%	-6%	-0.6%	-4%
CC1=C(C(N)=O)C(c2cccc(OCc3ccccc3)c2)n2nnnc2N1 (stereo not given)	12%	-1.3%	i	57	1.9	38	0.1%	-3%	-1%	-0.2%	12%
O=C(CNC(=O)c1ccc(Cl)cc1)N/N=C/C=C/c1ccccc1	-3%	1.4%	i	61	1.8	107	u	5%	-8%	0.1%	5%
COc1ccccc1C(=O)Nc1ccc(OCC(=O)N2CCCCC2)cc1	x	0.2%	i	27	-2.7	55	x	x	-4%	0.9%[50 µM]	0%
Cc1cc(C)nc(N(C#N)CN2C(=O)c3ccccc3C2=O)n1	1%	0.4%	i	43	-1.4	70	0.2%	5%	10%	0.5%	1%
CCOc1ccc2nc(CN3CCN(Cc4ccsc4)C(CCO)C3)ccc2c1 (stereo not given)	9%	0.7%	i	33	-0.7	53	-0.7%	-6%	-1%	-0.2%	-2%
SMILES	Large T inhibition	RSV CPE inhibition	T cell HTS	T cell HTS vesicle-bound %	NTR1 agonist	NTR1 agonist cell count 20 µM	West Nile virus CPE	PhoP inhibition	Dengue-2 NS5 capping	UTI89 phage lysis	MgcRacGAP inhibition	others
O=C(Nc1ccc(O)cc1)c1c(O)c2c([nH]c1=O)CCCC2	7%	x	x	x	6.7	96	-0.2%	6%	-3%	-1.9%	23%
COc1ccc(C2=Nn3c(nnc3-c3ccccc3OC)SC2)cc1OC1CCCC1	x	x	i	2	7.3	52	x	x	-2%	1.8%	8%
O=C(O)c1ccc(Cl)c(N2C(=O)Nc3ccccc3N2O)c1	12%	2.8%	i	0	-0.4	34	0.8%	2%	1%	-0.6%	5%
CCOc1ccc(C(C(=O)NCCOC)N(CCOC)C(=O)CCC(=O)Nc2ccccn2)cc1 (stereo not given)	0%	-0.6%	i	12	-0.5	44	0.3%	3%	-7%	0.2%	6%
O=C1C(Cl)=C(Nc2ccccc2O)C(=O)N1c1ccccc1	22%	1.2%	i	7	1.4	90	-0.4%	2%	18%	2.0%	17%
Cc1ccccc1C(=O)NC(C)c1ccc2c(c1)CCCC2 (stereo not given)	6%	4.4%	i	34	0.9	39	-0.5%	-9%	-10%	1.7%	14%
O=C(N/N=C/c1ccccc1OC(F)F)NC1CCCCC1	13%	0.8%	i	13	2.5	52	-0.4%	-5%	4%	0.1%	-8%
Cc1ccc(NC(=O)c2ncn(CC(=O)NCC(C)c3ccccc3)n2)cc1C (stereo not given)	x	x	x	x	2.8	64	x	x	-5%	0.0%	9%
S=c1nc(-c2cc(Cl)cc(Cl)c2)[nH][nH]1	25%	4.5%	i	28	0.3	46	-0.1%	-6%	2%	5.7%	-45%
CCn1c2ccccc2c2nc3cc(OC)c(OC)cc3nc21	6%	-0.5%	i	23	4.1	88	2.6%	7%	2%	-0.2%	11%
COc1ccc(C(C#N)C2(C)OCCO2)cc1OC (stereo not given)	-3%	2.1%	x	x	-0.2	48	-0.5%	1%	-1%	5.1%	5%
Cn1c(OCc2ccco2)nc2c1c(=O)n(Cc1ccc(Cl)c(Cl)c1)c(=O)n2C	-2%	1.5%	i	12	2.4	36	-0.1%	4%	2%	-0.3%	5%
CCOC(=O)c1[nH]c2ccccc2c1N=CN(C)C	x	x	i	30	-1.5	25	0.1%	x	-7%	0.6%	28%
CCCNc1cc(C)oc(=O)c1C(=O)CC	2%	1.6%	i	55	13	70	0.6%	-5%	7%	0.3%	10%
CCOc1ccc(/C=N/NC(=O)c2nnn(-c3nonc3N)c2CN(C)C2CCCCC2)cc1	5%	2.2%	i	3	2.4	51	0.3%	1%	-5%	0.1%	8%
COc1ccc(C(C#N)N2CCOCC2)cc1 (stereo not given)	4%	0.4%	i	30	0.4	55	-0.1%	5%	-2%	0.4%	16%
COc1ccc(NC(=O)C2CC(=O)N(CCc3ccc(F)cc3)C2)c(OC)c1 (stereo not given)	5%	2.6%	i	20	-0.5	52	0.2%	13%	1%	-0.1%	6%
Cc1nn(C)c(C(=O)NC2C3CC4CC(C3)CC2C4)c1Cl (stereo not given)	7%	1.0%	i	4	3.3	69	-1.1%	1%	1%	2.2%[50 µM]	4%
CNC(=O)COc1coc(CN2CCN(c3ccccc3F)CC2)cc1=O	7%	1.3%	i	31	-0.6	74	-0.2%	3%	-3%	0.2%	7%
CC(CCc1ccccc1)NS(=O)(=O)c1ccccc1F (stereo not given)	5%	2.7%	i	17	-0.1	48	-1.4%	5%	-2%	-0.1%	0%
COc1ccc(NS(=O)(=O)c2cccc(NC(=O)CCC(=O)c3cccs3)c2)cc1	10%	8.7%	i	6	2.9	67	-0.7%	-2%	-9%	1.1%[50 µM]	5%
CC(C)Oc1cc(NC(=O)CS(=O)CC(=O)N(C)C)c(Cl)cc1Cl (stereo not given)	u	1.6%	i	50	-1.0	29	-0.6%	-3%	-2%	1.1%	-2%
CCOC(=O)C1=C(C)N=c2sc(=C(C)C)c(=O)n2C1c1ccc(N(C)C)cc1 (stereo not given)	x	1.8%	i	21	4.7	61	-0.1%	x	-3%	2.0%[50 µM]	10%
CC1CCN(S(=O)(=O)c2ccc3c(c2)N(CC(=O)NCCN2C(C)CCCC2C)C(=O)CS3)CC1 (stereo not given)	6%	0.1%	i	29	0.1	62	0.6%	-11%	-6%	0.2%	4%
OCC(O)C1OC(Nc2ccc(Cl)cc2)C(O)C1O (stereo not given)	23%	12%	i	32	0.9	73	0.2%	-9%	2%	0.1%[50 µM]	9%
O=c1c(Cl)c(N2CCCCC2)cnn1-c1nc2ccccc2[nH]1	0%	1.2%	i	40	-0.6	72	-0.7%	11%	-8%	0.1%	4%	Dengue-2 NS5 capping pilot replicate=1.8
O=C(CNC(=O)c1ccco1)N/N=C/c1ccc(C(=O)O)cc1	15%	0.1%	i	11	0.3	55	-0.1%	0%	4%	0.3%	5%
